TRHR enhancer: qHTS for Small Molecule Agonists and Allosteric Enhancers of Human TRH Receptor: Primary Screen for Enhancers. AID 493056, 2011. Thyrotropin-releasing hormone receptor (Homo sapiens), P34981. TRHR cells, fluo-8 calcium fluorescence, EC20 TRH enhancement. 0.66% of 360,000 active. enhancement, % at 2 µM; in the data active means enhancement above about 30%; further: 0% is about no effect
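Enhancer read-out: after compound pinning and an initial kinetic agonist-mode read, an EC20 of TRH (10 nM final) was injected and fluo-8 calcium signal (Ex 480/Em 530) followed at 1 s/cycle for 100 cycles in TRHR-expressing cells.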
D1 potentiator: Potentiators of Human D1 Dopamine Receptor: qHTS | D(1A) dopamine receptor (Homo sapiens), P21728 | HEK293 TREx D1 cells, calcium flux, dopamine EC20 potentiation | potentiation, % at 10 µM | 0.036% of 360,000 active; in the data active means potentiation above about 30%; further: 0% is about no effect
D1 antagonist: Antagonist of Human D 1 Dopamine Receptor: qHTS. D(1A) dopamine receptor (Homo sapiens), P21728. HEK293 TREx D1 cells, calcium flux, dopamine EC80; active compounds read low. activity change, negative = inhibition, % at 10 µM. 3.2% of 360,000 active; in the data active means activity change below about -30%; further: on the % scale 0 is the no-effect control and ±100 the full control effect
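Tetracycline-induced HEK293 T-REx cells with force-coupled D1 receptor were loaded with a no-wash calcium dye. Compound was added after a 10 s baseline and read kinetically for 180 s; EC80 dopamine was then added and calcium flux followed another 180 s.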
D2 PAM: HTS Assay for Positive Allosteric Modulators of the Human D2 Dopamine Receptor: Primary Screen for Potentiators | D(2) dopamine receptor (Homo sapiens), P14416 | 0.34% of 340,000 active | potentiation, % at 10 µM | HEK293 T-REx D2, calcium flux, EC20 dopamine potentiation | AID 485347, 2010;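 active means potentiation over 3 SD above the plate norm, cut at about 30% in these data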; further: 0% is about no effect
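Potentiation of an EC20 dopamine calcium response measured kinetically over 180 s, after a preceding 180 s compound-only read flagging agonists. Cells: inducible Hek293 Trex D2 line, 4000/well, cultured overnight at 30 C before dye loading.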
D2 agonist: HTS Assay for Allosteric Agonists of the Human D2 Dopamine Receptor: Primary Screen for Agonists | activation, % at 2 µM | AID 485358, 2010 | HEK293 T-REx D2 cells, calcium flux agonist mode | 0.53% of 340,000 active | D(2) dopamine receptor (Homo sapiens), P14416;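 active means activation over 3 SD above normal in the single-dose calcium agonist read, cut at about 30% in these data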; further: 0% is about no effect
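HEK293 Trex D2 cells, tetracycline-induced, o/n 30 C 5% CO2; no-wash Ca dye, RT 30–90 min; 10-cycle baseline, 23 nl cpd added, kinetic Ca read 180 s; agonist hits = positive Ca response.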
RXFP1 antag: qHTS Assay for Antagonists of the Relaxin Receptor RXFP1 | Relaxin receptor 1 (Homo sapiens), Q9HBX9 | HEK293-RXFP1, relaxin-stimulated cAMP HTRF, 30 min; active compounds read low | activity change, negative = inhibition, % at 57.5 µM | 0.59% of 350,000 active | AID 1259400, 2018;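 active means activity change of -60% or lower, but not beyond a set lower limit; inconclusive means change between -60% and -40%, or beyond the set limit; inactive means change above -40%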; further: on the % scale 0 is the no-effect control and ±100 the full control effect
Target sequence (Q9HBX9 whole entry, looked up): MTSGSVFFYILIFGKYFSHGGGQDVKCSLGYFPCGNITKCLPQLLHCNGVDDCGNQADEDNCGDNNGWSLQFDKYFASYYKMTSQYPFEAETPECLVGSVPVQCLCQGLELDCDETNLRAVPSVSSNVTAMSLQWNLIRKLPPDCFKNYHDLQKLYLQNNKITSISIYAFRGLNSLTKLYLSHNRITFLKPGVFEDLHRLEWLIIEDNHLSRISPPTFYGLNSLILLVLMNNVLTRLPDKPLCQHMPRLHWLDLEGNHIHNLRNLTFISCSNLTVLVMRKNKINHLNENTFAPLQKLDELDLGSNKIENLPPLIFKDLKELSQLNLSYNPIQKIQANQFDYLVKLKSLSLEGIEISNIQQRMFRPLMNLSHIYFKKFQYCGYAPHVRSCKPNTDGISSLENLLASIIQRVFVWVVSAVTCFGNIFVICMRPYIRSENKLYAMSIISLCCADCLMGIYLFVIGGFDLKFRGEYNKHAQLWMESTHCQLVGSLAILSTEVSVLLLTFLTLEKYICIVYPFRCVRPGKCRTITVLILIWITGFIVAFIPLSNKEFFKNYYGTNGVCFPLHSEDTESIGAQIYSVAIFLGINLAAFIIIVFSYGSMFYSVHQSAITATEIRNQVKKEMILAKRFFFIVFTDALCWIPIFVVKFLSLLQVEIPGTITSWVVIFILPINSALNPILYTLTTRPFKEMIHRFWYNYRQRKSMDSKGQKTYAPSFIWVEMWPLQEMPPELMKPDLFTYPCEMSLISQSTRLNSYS
D1 agonist: Allosteric Agonists of the Human D1 Dopamine Receptor: qHTS. HEK293 T-REx D1 cells, calcium flux, agonist mode. 1% of 360,000 active. D(1A) dopamine receptor (Homo sapiens), P21728. activation, % at 2 µM; in the data active means activation above about 30%; further: 0% is about no effect
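Tetracycline-induced HEK293 TREx D1 cells, force-coupled to calcium signalling, were dye-loaded with a no-wash calcium kit. Compound was pin-added after a 10 s baseline. Fluorescence was read kinetically at 1 cycle/s for 180 s, with calcium rises flagged as agonism.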
RXFP1 ag: qHTS Assay for Agonists of the Relaxin Receptor RXFP1; Potency, µM (titrated, usually from 57.5 µM), for inactives: at the highest dose activation, most hits filed as activators; 0.3% of 370,000 active; HEK293T-RXFP1 cAMP TR-FRET, 30 min; response scale: percent of porcine relaxin response, buffer zero; active means well fitted activation curve with a large enough effect; inconclusive means small, poorly fitted or top-dose-only effect; further: potency means the concentration at half of the fitted maximal effect; on the % scale 0 is the no-effect control and ±100 the full control effect; nearly all actives have a fitted effect of over 60% in size; many of its hits are not listed in these tables
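cAMP rise read by TR-FRET after 30 min, 37C compound exposure (up to 58 uM) in RXFP1-transfected HEK293 cells with Ro 20174 present. EC50 from Hill-equation fits, with 29 nM porcine relaxin as 100% and buffer as basal.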
D2 antagonist: HTS Assay for Allosteric Antagonists of the Human D2 Dopamine Receptor: Primary Screen for Antagonists | D(2) dopamine receptor (Homo sapiens), P14416 | HEK293 TREx D2 cells, calcium flux, dopamine EC80 | inhibition, % at 10 µM | 2% of 340,000 active | AID 485344, 2010; in the data active means inhibition above about 30%; further: 0% is about no effect
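In this primary screen, negative modulation is detected by tracking calcium flux after an EC80 dopamine challenge in inducible HEK293 T-REx D2 cells preexposed to test compound for 180 s.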
* marks the source's active call; other numbers are inactive results; ? = inconclusive; nt = no result given. These rows are one share of the data; count on the stated rates, not on these rows.

Second line of a record: TRHR enhancer, D1 antagonist, RXFP1 antag, D2 agonist, RXFP1 ag, D2 antagonist, D1 potentiator, D1 agonist, D2 PAM
#1 CCOC(=O)c1ccccc1NC(=O)c1sc2ccccc2c1Cl
 : 8, 13, 0, nt, 8.6%, nt, -1, 5, -7
#2 C=C(C)Cn1c(C)cc(C)c(S(=O)(=O)c2cccc(C)c2)c1=O
 : -7, -10, -10, -1.2, 0.1%, 3, 3, 3, 14
#3 CCCCCOc1ccc(NC(=O)c2cc(SC)ccc2Cl)cc1
 : -8, -16, -6, -0.3, 3.6%, 28, -5, 3, -8
#4 O=C(O)c1ccc(Nc2ccc(Cl)c(Cl)c2)c([N+](=O)[O-])c1
 : 2, -6, -8, 1.0, 3.2%, -4, 6, 1, 9
#5 CCCCNC(=O)c1cccc2c(=O)c(C)c(-c3ccccc3)oc12
 : 4, 6, -8, -0.8, 3.3%, 6, 4, 2, 3
#6 COc1cccc(N2CCN(C(=O)c3ccc(C)c(NC(=O)c4nsc5ccccc45)c3)CC2)c1
 : -4, 0, -8, 0.4, 3.9%, nt, -3, 0, 11
#7 Clc1ccc(CNc2ncccn2)cc1
 : -3, 7, -6, -0.5, 3.3%, -8, -2, 2, 1
#8 COc1ccc(S(=O)(=O)N2CCC(C(=O)NCc3ccco3)CC2)cc1C
 : -3, -14, -3, 0.5, -1.4%, 6, -4, -1, 7
#9 O=C(NCCS(=O)(=O)NCCCc1ccccc1)c1ccccc1
 : 9, 19, 24, 1.1, -0.5%, -25, 1, 0, -9
#10 O=C(Oc1ccc([N+](=O)[O-])cc1)c1cncc(Br)c1
 : -3, 0, 8, 0.5, -0.4%, -1, -7, 7, 10
#11 O=C(NCC(O)c1ccc([N+](=O)[O-])cc1)Nc1ccccc1 (stereo not drawn)
 : -6, 0, -7, -0.3, 1.6%, 6, 0, 5, 0
#12 CC1CN(C(=O)N2CCC(C(=O)NCCCc3ccccc3)CC2)c2cc(Cl)ccc2O1 (stereo not drawn)
 : 0, -57*, -34, 1.3, -0.4%, nt, -3, 0, 0
#13 CN(CC1CCOCC1)C(=O)CC1C(=O)NCCN1Cc1ccc(F)c(F)c1 (stereo not drawn)
 : 0, 13, -5, 0.8, -0.2%, -13, 1, 2, -10
#14 CC(C)CCNC(=O)CSCc1cnn(-c2ccccc2)c1-n1cccc1
 : -5, 1, ?, -1.3, 15%, nt, -1, 0, -16
#15 CCOC(=O)CSC1=N/C(=C\c2cc(OC)c(OC)c(OC)c2)C(=O)N1C
 : 4, 3, -3, 2.6, 4.0%, 1, -5, 1, 0
#16 COc1ccc(-n2c(SCC(=O)NCCCN3CCCC3=O)nnc2C(C)N2CCCCC2)cc1 (stereo not drawn)
 : 0, -1, -1, 0.0, -0.1%, -34, 2, 0, 3
#17 O=C(CSc1nnnn1-c1ccc2c(c1)OCO2)NCc1cccs1
 : 1, 6, 3, 1.1, -1.0%, 4, -4, 5, 4
#18 CCOc1ccccc1CNC(=O)CN1C(=O)CCn2nc(-c3cn(C)c4ccccc34)cc21
 : 0, -2, -3, nt, 1.8%, nt, -1, -3, -3
#19 CN(C)S(=O)(=O)c1cccc(-c2csc(N/N=C/c3ccco3)n2)c1
 : -5, 2, -16, -0.1, -3.2%, 2, -7, 1, 8
#20 COC(=O)NC(NC(=S)Nc1cccc(C)c1)C(Cl)(Cl)Cl (stereo not drawn)
 : 9, -17, -2, 1.0, 0.0%, 11, -2, 3, -17
#21 O=C(NC1CCCCC1)c1cc(C2CC2)on1
 : 6, -4, 2, 0.9, -2.7%, -9, -8, 1, -10
#22 COc1cc(/C=N/NC(=O)c2cc(-c3ccccc3)nc3ccccc23)ccc1O
 : 4, 1, -6, 0.6, 5.6%, 1, -1, 1, -2
#23 CCC1=NN2C(=N)/C(=C\c3cccn3-c3cccc(Cl)c3)C(=O)N=C2S1
 : 7, -3, -27, -2.0, 2.3%, -2, 5, -1, 2
#24 COC(=O)c1ccn(-c2nc(-c3ccco3)cc(C(F)(F)F)n2)n1
 : -15, nt, 12, 1.2, -1.3%, 0, -3, -1, 5
#25 CC1(C)C2CCC1(C)C(OC(=O)CSc1nc(N)cc(=O)[nH]1)C2 (stereo not drawn)
 : -2, 1, -10, 0.2, 0.5%, 24, 3, 2, 11
#26 O=C(NCCCN1CCCC1=O)c1ccc(S(=O)(=O)Nc2cccc(C(F)(F)F)c2)cc1
 : 1, 4, 24, 0.6, 0.6%, 2, -1, 2, 8
#27 Cc1ccc(NC(=O)c2ccco2)c(NC(=O)c2cccs2)c1
 : -4, -9, -11, nt, 0.7%, nt, 1, 1, 2
#28 CN(Cc1ccccc1)C(=O)CSc1nc2ccccc2c(=O)n1Cc1ccco1
 : -4, -5, 0, 0.9, -1.5%, -7, -1, 4, -10
#29 O=C(CSc1nnc(SCc2ccccc2)s1)N/N=C/c1ccc(Cl)cc1Cl
 : 0, 3, -8, 0.7, 0.0%, -5, 3, 0, -5
#30 COCCCN1C(=O)C(=O)/C(=C(/O)c2ccc(S(=O)(=O)N3CCOCC3)cc2)C1c1ccc(C)cc1 (stereo not drawn)
 : 2, 9, -7, nt, 0.4%, nt, 4, 4, nt
#31 CC(C)CCN1C(=O)c2ccccc2CC1(C)C(=O)NC1CCC(C)CC1 (stereo not drawn)
 : -1, -2, 9, -0.5, 3.7%, nt, 1, 0, -6
#32 O=C(COC(=O)C1CC1)Nc1ncc(C(F)(F)F)cc1Cl
 : -1, 7, -4, 0.5, 2.8%, -5, 0, 2, 0
#33 CCOC(=O)/C=C(\C)Sc1cc(O)c2ccccc2c1O
 : 2, -11, 10, -1.4, 1.2%, 0, -2, 1, 7
#34 Cc1ccccc1CS(=O)(=O)CC(O)CN1CCCC1=O (stereo not drawn)
 : -2, -9, -3, -2.0, -0.1%, 2, 0, 1, 8
#35 CCCc1cc(=O)[nH]c(SCc2nc3ccccc3o2)n1
 : -4, 0, -12, -0.4, 0.0%, 6, -4, 3, 7
#36 O=C(c1ccc(F)cc1)C1CCN(C(=S)NCC2CCCO2)CC1 (stereo not drawn)
 : -4, -35*, -6, 0.5, 1.6%, -4, 1, 16, 2
#37 CC1CCc2c(sc3nnn(Cc4ccccc4)c(=O)c23)C1 (stereo not drawn)
 : 2, 1, -20, 0.1, 0.6%, nt, -2, 0, 10
#38 CC(=O)Nc1ccc(NC(=O)CC23CC4CC(CC(C4)C2)C3)cc1
 : -3, 2, -4, 0.3, 1.8%, -6, -1, 1, -8
#39 CCOc1cc(C2c3c(n[nH]c3C)C(=O)N2c2ccc(Br)cc2)ccc1O (stereo not drawn)
 : 0, -10, 7, -2.0, 0.7%, 8, 7, 8, -1
#40 N=C1C(c2nc3ccccc3c(=O)[nH]2)=C(O)CN1CCc1ccccc1
 : -1, -9, nt, 0.1, 6.3%, -3, nt, 1, -10
#41 O=C(COc1ccccc1C(=O)Nc1ccccc1)c1ccc(F)cc1
 : -3, -3, -8, 1.5, 0.4%, -13, -1, 4, -5
#42 COc1ccc(OC)c(C2=NS(=O)(=O)N(C)C(C(=O)Nc3cccc(C(C)=O)c3)=C2)c1
 : -16, -11, -25, -0.3, 1.9%, 9, 1, 0, 17
#43 CCOC(=O)N1CCN(c2ccc(C(=O)CC)cc2F)CC1
 : -4, -17, -10, -0.1, 0.9%, -4, -3, 5, -8
#44 CCOC(=O)C(Nc1ccc2ccccc2c1)C(=O)OCC
 : 4, -6, 3, -1.1, 1.6%, -11, -6, 3, 6
#45 CCOc1cc(/C=C(/C#N)c2ccc(Cl)cc2)cc(Cl)c1OCC(=O)O
 : -3, -3, -9, 1.8, 0.3%, 6, 0, -1, -5
#46 CCc1nnc(NC(=O)C(C)Sc2ccccc2)s1 (stereo not drawn)
 : 7, 5, 1, -1.2, -0.5%, -11, nt, 8, 0
#47 O=C(N/N=C\c1ccc(Oc2ccccc2)cc1)c1csnn1
 : 0, -2, -8, -0.4, 0.9%, 16, 3, -1, 9
#48 CC1CCCN(CC(O)CN)C1 (stereo not drawn)
 : 3, 0, -12, 0.8, -0.2%, -21, 3, 3, 11
#49 CS(=O)(=O)N1CC2CCCN2c2ccc(C(F)(F)F)cc21 (stereo not drawn)
 : -6, 3, -13, -1.0, 0.0%, -14, 0, 3, -19
#50 Nc1ccc(Oc2ncccn2)cc1
 : -3, -14, 6, 0.0, -0.2%, -14, -5, 5, -3
#51 COC(=O)c1ccc(NC(=O)COc2ccc(C3C(C#N)=C(N)Oc4c3ccc3ccccc43)cc2OC)cc1 (stereo not drawn)
 : 0, 16, -6, 0.3, 1.8%, -1, 11, 4, 5

Another view of some results above:
cpd	smiles	TRHR enhancer	D1 antagonist	RXFP1 antag	D2 agonist	RXFP1 ag	D2 antagonist	D1 potentiator	D1 agonist	D2 PAM
48	CC1CCCN(CC(O)CN)C1 (stereo not drawn)	3	0	-12	0.8	-0.2%	-21	3	3	11
49	CS(=O)(=O)N1CC2CCCN2c2ccc(C(F)(F)F)cc21 (stereo not drawn)	-6	3	-13	-1.0	0.0%	-14	0	3	-19

Ordered by value in RXFP1 antag (falling): three from the list above
No.	molecule	TRHR enhancer	D1 antagonist	RXFP1 antag	RXFP1 ag	D2 antagonist	D1 potentiator	D1 agonist	D2 PAM
50	Nc1ccc(Oc2ncccn2)cc1	-3	-14	6	-0.2%	-14	-5	5	-3
45	CCOc1cc(/C=C(/C#N)c2ccc(Cl)cc2)cc(Cl)c1OCC(=O)O	-3	-3	-9	0.3%	6	0	-1	-5
42	COc1ccc(OC)c(C2=NS(=O)(=O)N(C)C(C(=O)Nc3cccc(C(C)=O)c3)=C2)c1	-16	-11	-25	1.9%	9	1	0	17
